RTF Ca sens inh: cardiac RTF calcium desensitization; IANBD-labeled cardiac RTF, Ca2+ fluorescence; inhibition, % at 7.15 µM; 0.12% of 340,000 active; AID 493244;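 active = inhibition above the mean inhibition of all tested compounds plus 3 SD, cut at about 17% in these data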;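 also: assay run at fixed EC70 calcium of 1.6 mM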
cardiac RTF act: increases calcium sensitivity of human cardiac regulated thin filaments. IANBD-labeled TnC RTF fluorescence at EC20 calcium; 0% EC20 calcium, 100% full calcium. 0.24% of 340,000 active. P19429+P45379. activation, % at 7.2 µM. AID 493008;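 active = activation above the mean over all tested compounds plus 3 SD, cut at about 30% in these data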;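 also: rise in fluorescence read as greater calcium sensitivity of cardiac thin filaments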
MOR-DOR inv ag: mu-delta opioid heterodimer inverse agonism | P35372+P41143 | cell-based MOR-DOR heterodimer luminescence | inhibition, % at 9.3 µM | 0.21% of 340,000 active | AID 504357; in the data active = inhibition above about 22%, passing the limit was not always enough;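 also: 0% = cells with DMSO and 100% = wells without cells with DMSO; values of inactives mirror those of a sister screen read the other way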
OPRM1-OPRD1 ag: agonists of human mu-delta opioid receptor heterodimerization. activation, % at 9.3 µM. P35372+P41143. 0.3% of 340,000 active. cells, OPRM1-OPRD1 heterodimerization, luminescence; in the data active = activation above about 18%;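 also: 0% = vehicle-treated cells and 100% = reference agonist; values of inactives mirror those of a sister screen read the other way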
V-ATPase pHluor: regulators of yeast V-ATPase proton transport | S. cerevisiae, pHLuorin cytosolic pH fluorescence | response, % at 10 µM | 0.37% of 350,000 active | AID 504577; in the data active = response mostly above about 7.3%, no sharp cut-off; inactive = mostly below about 5.4%; also: actives read high; inactives centre near 0; some compounds called inactive have numbers as strong as hits; reference of the scale not given here
C-LANA FP: KSHV C-LANA DNA binding inhibition; MBP-C-LANA/FAM-LBS DNA binding, fluorescence polarization; inhibition, % at 9 µM; 0.078% of 340,000 active;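 active = highest replicate inhibition at or above 60% at 9 µM, even if other replicates fall short; inactive = all replicates below 60% inhibition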;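 also: 0% = neutral control wells and 100% = 4 µM acridine orange control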
Wnt bcat act: activates Wnt/beta-catenin signaling in a reporter cell assay; 1.2% of 300,000 active; activator, plate reader; activation, % at 9.35 µM; in the data active = activation above about 30%, passing the limit was not always enough;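 also: 0% = neutral control wells and 100% = positive control wells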
Arrestin-AP2 inh: human beta-arrestin and AP2 interaction inhibition; FITC-arrestin peptide / GST-AP2 beads, flow cytometry; AP2 beta2 appendage carries R879A mutation; inhibition, % at 10 µM; 0.31% of 340,000 active;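 active = inhibition above a set limit, near 3 SD of compounds lacking own fluorescence, cut at about 54% in these data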;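 also: plate controls were DMSO wells for no effect and 5 µM unlabelled arrestin peptide for full effect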
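System: GST-tagged AP2 beta2-adaptin appendage (R879A) on 4 µm glutathione beads / Reagent: FITC-arrestin peptide, 50 nM / Detection: HyperCyt-sampled flow cytometry, FL1 channel, ex 488/em 535 nm / Timing: 12 min plus 1 h, RT / Buffer or medium: PBS plus Tween 20 (0.05%) and BSA (0.1%)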
Keap1-Nrf2 PPI: Keap1-Nrf2 (human) interaction inhibition | inhibition, % at 9.4 µM | AID 504523 | Keap1 Kelch-Nrf2 peptide fluorescence polarization, 1536-well | 0.15% of 340,000 active | Q14145; in the data active = inhibition above about 12%;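 also: human Keap1 Kelch domain with fluorescein labeled Nrf2 9mer peptide probe; 0% = neutral control wells and 100% = peptide positive control; higher means more block of Keap1 binding to Nrf2 peptide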
Target sequence (Q14145 whole entry, looked up, the tested form may be a part): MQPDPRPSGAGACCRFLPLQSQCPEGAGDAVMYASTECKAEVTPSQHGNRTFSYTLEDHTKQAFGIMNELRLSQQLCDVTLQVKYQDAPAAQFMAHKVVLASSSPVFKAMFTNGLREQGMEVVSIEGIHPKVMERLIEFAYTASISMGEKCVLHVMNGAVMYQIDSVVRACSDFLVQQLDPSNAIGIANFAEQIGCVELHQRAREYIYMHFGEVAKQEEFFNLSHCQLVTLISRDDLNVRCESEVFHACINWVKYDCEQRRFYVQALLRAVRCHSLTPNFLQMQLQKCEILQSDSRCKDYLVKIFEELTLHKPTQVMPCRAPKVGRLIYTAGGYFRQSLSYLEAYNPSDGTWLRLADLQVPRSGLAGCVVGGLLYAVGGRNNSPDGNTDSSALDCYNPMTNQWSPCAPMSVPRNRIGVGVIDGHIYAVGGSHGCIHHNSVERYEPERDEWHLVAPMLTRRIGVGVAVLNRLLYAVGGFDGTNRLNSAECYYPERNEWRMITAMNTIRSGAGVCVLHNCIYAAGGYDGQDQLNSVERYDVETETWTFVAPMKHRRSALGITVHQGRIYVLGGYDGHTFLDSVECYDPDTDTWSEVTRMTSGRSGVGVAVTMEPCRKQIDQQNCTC
Pemphigus Ab inh: inhibitors of pemphigus antibody binding to human desmoglein-3; DSG3-coupled beads, scFv-anti-DSG3-GFP binding, flow cytometry; active compounds read low; binding (percent of control), % at 10 µM; 0.48% of 310,000 active; AID 588358;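 active = binding more than 3 SD below its plate's average and above zero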;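 also: hits lower antibody fragment binding to DSG3; some compounds called inactive have numbers as strong as hits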
Starred values were filed as active, the others as inactive; nt = not tested or not shown.

SMILES	RTF Ca sens inh	cardiac RTF act	MOR-DOR inv ag	OPRM1-OPRD1 ag	V-ATPase pHluor	C-LANA FP	Wnt bcat act	Arrestin-AP2 inh	Keap1-Nrf2 PPI	Pemphigus Ab inh
O=C(Nc1nc(-c2ccc3c(c2)OCCO3)cs1)C1CCCC1	-3	-1	-6	1.2	4	0.4	44*	-5	-4	92
CCc1cccc(CC)c1NC(=O)c1cccc(N)c1	-6	7	11	-1.9	0	-0.2	-4	12	-2	96
COC(=O)CSC(C)C(=O)Nc1nnc(C(C)C)s1 (centres undefined)	7	5	11	-1.6	2	-0.4	0	2	-2	102
CCCn1nc(Oc2nc(SC)nc(N(C)C)n2)ccc1=O	3	-3	9	-1.9	0	-1.1	nt	16	-6	104
CCOc1ccc(-c2nnc(-c3snc(-c4ccc(F)cc4)c3N=CN(C)C)o2)cc1	-11	2	20	-3.5	-5	-0.1	nt	19	2	87
O=C(OCc1cn(-c2ccc(Cl)c(Cl)c2)nn1)c1ccccc1Cl	0	-1	-11	2.2	0	-0.5	nt	2	2	102
CCOC(=O)c1ccc(NC(=O)c2cc3c(s2)CCC3)cc1	-8	4	-35	6.6	7	-0.4	27	-1	-4	78
COc1ccc(CCNc2oc(-c3ccc(OC)c(OC)c3)nc2P(=O)(OC)OC)cc1OC	-14	4	6	-0.8	1	0.3	nt	12	-4	100
Cc1ccc(S(=O)(=O)N2CCCCC2)cc1C(=O)N(C)CC(=O)Nc1cccc(F)c1	5	-4	-2	0.3	0	-0.9	-1	10	-4	111
CCn1ncc(Br)c1C(=O)Nc1cccc(F)c1	-22	0	18	-3.8	-3	4.4	0	-24	-1	101
CCOC(=O)c1ccc(NC(=O)C2CC3CCC2C3)cc1 (centres undefined)	nt	nt	nt	nt	-8	nt	46*	-14	nt	112
CC(c1ccco1)N(C(=O)c1ccc(S(=O)(=O)N2CCCCC2)cc1)c1ccccn1 (centres undefined)	0	-1	14	-2.4	-7	-0.9	3	2	-3	109
O=c1ccnc(SCc2ccccc2Cl)[nH]1	-2	-1	13	-2.9	1	0.1	nt	1	2	101
CC(C)(C)c1cc(NC(=O)Nc2ccccc2)no1	-2	-6	-29	6.2	1	4.7	41*	-13	2	102
CN(C(=O)COC(=O)CNS(=O)(=O)/C=C/c1ccccc1)C1CCS(=O)(=O)C1 (centres undefined)	-13	5	-7	1.3	-2	0.5	-1	-4	-1	102
CCCCC#Cc1ccc2c(c1)COc1c3ccccc3nn1-2	-4	4	-1	0.2	1	1.1	23	-2	-7	99
CCOC(=O)/C(C#N)=C/c1cn(CCC(=O)O)nc1-c1ccc(OC)cc1	-1	-3	5	-0.8	-1	0.4	-1	-3	-9	96
COc1ccc(CCNC(=S)NNC(=O)c2c(Br)c(C)nn2C)cc1OC	2	-3	4	-0.8	-5	3.5	8	13	-1	nt
CCNC(=O)NC(=O)C(C)OC(=O)CCS(=O)(=O)c1ccc(C)cc1 (centres undefined)	-19	7	2	-0.4	3	1.5	-1	9	-2	107
Cc1[nH]n(-c2nc(-c3ccccc3F)cc(=O)[nH]2)c(=O)c1CCO	-2	-2	4	-0.8	-2	0.0	-3	5	-2	91
CCN(CC)CCNc1cc(C)c(C#N)c2nc3ccccc3n12	-5	-1	0	0.0	1	1.5	0	5	-4	119
CN(CCO)S(=O)(=O)c1ccc2c(c1)C(=O)c1cc(S(=O)(=O)N(C)CCO)ccc1-2	-5	2	-4	0.8	1	0.4	-2	-15	-2	113
CN(C)c1ccc(/C=C/c2nnnn2-c2ccccc2)cc1	-3	-8	10	-1.8	6	1.8	nt	29	0	104
CC(C)n1cnnc1SCC(=O)Nc1cccc(S(=O)(=O)N(C)c2ccccc2)c1	-10	1	-1	0.2	-1	-1.7	2	-1	-1	91
NNC(=O)c1ccc(Cn2cc(Br)c(N)n2)cc1	-5	1	9	-1.9	-4	0.1	0	-10	-5	111

(more compounds)
SMILES	RTF Ca sens inh	cardiac RTF act	MOR-DOR inv ag	OPRM1-OPRD1 ag	V-ATPase pHluor	C-LANA FP	Wnt bcat act	Arrestin-AP2 inh	Keap1-Nrf2 PPI	Pemphigus Ab inh
CCOc1ccc(/C=C2\SC(=O)N(CCNC(=O)C3COc4ccccc4O3)C2=O)cc1OC (centres undefined)	-12	-9	3	-0.5	-2	-0.7	nt	-2	4	121
O=C(OCC(=O)N1CCCC1=O)c1ncc(Cl)c(Cl)c1Cl	-7	3	0	0.0	8	1.1	-2	-2	-2	104
COc1ccccc1C(=O)NNC(=O)Cc1ccccc1	-2	-2	13	-2.4	-2	0.6	-1	-2	2	107
COC(=O)c1c(C)nc(C)c2c(=O)oc3ccccc3c12	-14	-3	2	-0.5	9	1.7	2	-2	-5	104
C#Cc1cccc(C(=O)N2CCCC(Nc3cccc(F)c3)C2)c1 (centres undefined)	-3	-1	17	-2.5	-3	0.0	3	-7	-1	nt
CCOC(=O)N1CCC(Nc2ccc3nnc(-c4ccccc4)n3n2)CC1	-8	-1	9	-1.7	0	-0.2	0	2	1	100
COc1ccc(NC(=O)C(=O)NCCC2CCCCN2S(=O)(=O)c2cccs2)cc1 (centres undefined)	-4	2	18	-3.3	-1	0.7	-7	-16	-2	111
CN(Cc1ccno1)Cc1cn(C)nc1-c1ccc(Oc2ccccc2)cc1	-15	0	4	-0.7	-1	2.1	-1	-7	-6	116
C=CCn1c(SCC(=O)c2ccc(OC)cc2)nnc1C(C)NC(=O)c1cccs1 (centres undefined)	-11	7	-6	1.1	3	-0.2	nt	-13	-1	100
O=C(Cc1ccc(S(=O)(=O)N2CCOCC2)s1)NCC(=O)Nc1ccccc1Br	-1	1	0	0.0	-6	-2.3	-4	25	0	104
O=C(CNCc1ccco1)Nc1ccc(N2CCCCCC2)cc1	-16	0	4	-0.8	-4	-0.6	1	3	6	103
O=C1CCCC2=C1C(c1ccncc1)c1c(nc(SCc3ccccc3Cl)[nH]c1=O)N2 (centres undefined)	9	-4	9	-2.1	-1	1.0	nt	-3	-1	100
O=C(COC(=O)c1ccc(O)cc1)c1ccc(S(=O)(=O)N2CCCCC2)cc1	-7	1	3	-0.7	-2	4.2	0	23	3	110
CC(C)(C)C(=O)NC(=S)Nc1ccccc1F	-8	-5	1	-0.2	-4	0.8	nt	6	-4	112
OCCN1CCN(CCSc2ccccc2)CC1	0	-2	1	-0.2	-4	1.9	2	26	-1	nt
O=C1N=C(N2CCN(c3ccccc3)CC2)S/C1=C\c1ccco1	-1	-6	-10	1.6	-2	0.6	7	5	6	89
COc1ccc(NC(=O)C2CCN(S(=O)(=O)c3c(C)nn(C)c3C)CC2)cc1	2	-3	20	-4.0	-2	-0.7	-1	-7	-1	104
O=C(c1ccc(F)cc1)N(Cc1ccco1)C1CCS(=O)(=O)C1 (centres undefined)	-2	-4	24	-4.8	6	-0.7	0	-3	1	104
CC1(C(=O)Nc2cccc3ccccc23)CC1(Br)Br (centres undefined)	-7	3	-15	3.0	-4	-0.8	-2	2	-7	114
COc1cc(C(C(=O)NC2CCCC2)N(C(=O)c2snc(C(N)=O)c2N)c2ccccc2)cc(OC)c1OC (centres undefined)	-2	-6	-1	0.1	-3	-0.7	0	-4	-2	nt
Cc1cccc(NC(=O)[C@H](C)NC(=O)[C@@H]2Cc3ccccc3CN2C(=O)OC(C)(C)C)c1	-1	0	-16	3.0	-93	1.6	-1	-8	-3	95
CC(NS(=O)(=O)c1cn(C)c(=O)n(C)c1=O)c1ccccc1 (centres undefined)	-13	-3	11	-2.0	-3	0.5	-1	5	2	nt
CSc1nc2[nH]c(=O)n(O)c(=O)c2n1Cc1ccccc1	-1	-4	10	-2.0	-1	-1.9	-1	3	1	95
Cc1ccc2[nH]c3c(=O)n4c(nc3c2c1)SCC4	-3	-4	14	-2.7	1	0.2	19	-2	1	97
O=C(Nc1nc2c(s1)CCCC2)c1ccc(Br)s1	3	-1	-58	11	2	-1.3	nt	23	-1	98

Next part
SMILES	RTF Ca sens inh	cardiac RTF act	MOR-DOR inv ag	OPRM1-OPRD1 ag	V-ATPase pHluor	C-LANA FP	Wnt bcat act	Arrestin-AP2 inh	Keap1-Nrf2 PPI	Pemphigus Ab inh
O=C(COC(=O)/C=C/c1ccc(C(F)(F)F)cc1)NC(=O)NCc1ccco1	2	-6	-2	0.6	3	-3.4	-7	0	6	92
CCNc1nc(NCC)nc(N(n2cnnc2)S(=O)(=O)c2ccc(C)cc2)n1	-8	-9	6	-0.9	1	-0.1	nt	31	-3	80
O=C(COc1ccc(Cl)cc1)Nc1cc(NC(=O)COc2ccc(Cl)cc2)cc(C(=O)O)c1	1	0	11	-1.9	-2	-0.1	2	-6	2	103
CCOC(=O)c1ccc(S(=O)(=O)N2CCN(C(C)=O)CC2)cc1	-8	1	-2	0.3	5	-0.8	-1	-21	-1	118
CC(C)(C)CN1C(=O)C(=O)NC[C@@H]1CCCCN	-26	0	-2	0.4	-3	1.4	19	26	-1	106
CC(C)(C)NC(=O)CC1C[C@H](C(=O)N2CCCCC2)[C@@]2(C)c3[nH]c4ccccc4c3CCN2C1=O (some centres undefined)	-8	-9	14	-2.9	0	0.7	0	14	-3	103
Cc1ccccc1N=C1NC(=O)CC(c2ccccc2)S1 (centres undefined)	-3	-7	0	-0.1	1	-1.0	nt	-5	-5	114
CCCCN(CCCC)CCCNC(=O)CC1Oc2ccc(C)cc2NC1=O (centres undefined)	-1	1	7	-1.4	0	1.2	0	-3	-4	108
C=C(C)CNC(=S)N/N=C/c1ccco1	-5	9	12	-2.3	0	-0.7	26	25	0	91
CC1CCN(C(=O)COC(=O)c2cccc(S(=O)(=O)N(C)c3ccccc3)c2)CC1	7	-2	5	-1.2	-1	-2.1	-1	0	2	104
O=C(Nc1ccc(Cl)c(C(F)(F)F)c1)C(=O)N1CCCCC1	10	-9	-14	2.6	-1	1.2	5	-11	-5	105
Cc1c(F)cccc1NC(=O)CCCCCC1NC(=O)NC1C (centres undefined)	-11	-1	6	-1.2	2	-0.3	2	-2	-1	119
Cc1cccc(CCNC(=O)CC2C(=O)NCCN2CC2CCCCC2)n1 (centres undefined)	-8	0	9	-1.9	2	0.2	-1	-4	-1	105
CSc1nc(N)nc2c1ncn2CC(=O)NCC1CCCO1 (centres undefined)	-8	3	nt	nt	-1	0.2	-3	-3	-5	99
CN(C)C=Nc1ccc2nn(-c3ccccc3)nc2c1	-4	-6	-9	1.5	-4	-0.8	nt	3	3	nt
O=C(/C=C/c1ccccc1)Nc1nc(-c2ccncc2)cs1	-3	2	-10	2.2	0	-0.6	6	22	-6	nt
COc1cccc(N2CCN(C(=O)c3ccc(Cl)c(NC4=NC5CS(=O)(=O)CC5S4)c3)CC2)c1 (centres undefined)	-4	1	-3	0.5	2	-0.9	1	50	0	97
Cc1cccc(CCNC(=O)CN(C)S(=O)(=O)c2ccc3c(c2)c(=O)n(C)c(=O)n3C)c1	-3	-1	15	-2.5	1	-0.9	-1	-6	-2	98
COc1ccc2c(c1)C1(Nc3ccccc3-c3nc4ccccc4n31)C(=O)N2 (centres undefined)	2	2	nt	nt	-4	1.9	-3	-10	1	95
COc1ccc(C(=O)NC(C)c2ccccc2)cc1Br (centres undefined)	-5	-8	11	-2.2	-2	-0.2	0	35	1	107

Screening data (PubChem)
